# PAX8 reporter – lowers PAX8-driven luciferase in RMG-I cells | RMG-I TPO-luciferase reporter, SteadyGlo, 24 h | inhibition, % at 12.6 µM | 1.2% of 360,000 active | AID 652154;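 active = mean replicate inhibition at least 60% with every replicate also reaching 60%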;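 also: luciferase light reporting Pax8 driven TPO promoter activity; plate controls were median of neutral control wells for no effect and mitoxantrone controls for full effect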
# Casp6 inh – blocks human caspase-6 cleavage activity; P55212; purified caspase-6, Z-VEID-R110 cleavage fluorescence; inhibition, % at 12.5 µM; 0.53% of 350,000 active; AID 686996;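 active = mean inhibition across replicates at least about 35%, with every replicate also reaching that limit, limit read from the data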;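 also: 0% = median of neutral control wells and 100% = no fluorescence left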
# Target sequence (P55212 24-179 limits assumed): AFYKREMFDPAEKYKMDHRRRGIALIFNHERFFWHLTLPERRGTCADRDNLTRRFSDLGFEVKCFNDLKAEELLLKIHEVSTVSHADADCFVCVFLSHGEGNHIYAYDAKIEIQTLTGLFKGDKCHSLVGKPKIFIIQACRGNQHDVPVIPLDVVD
# Target sequence (P55212 194-293 limits assumed): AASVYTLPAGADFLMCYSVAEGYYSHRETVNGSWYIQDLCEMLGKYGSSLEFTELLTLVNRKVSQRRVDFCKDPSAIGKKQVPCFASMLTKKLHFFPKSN
# EWS-Fli inh – EWS/Fli transcriptional activity inhibition | 0.67% of 350,000 active | inhibition, % at 12.6 µM | AID 651661 | A673 NR0B1-luciferase reporter, viability-normalised;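 active = mean inhibition of at least 50% after viability correction, with every replicate also passing that limit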;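 also: firefly luciferase signal divided by Alamar Blue viability fluorescence both relative to DMSO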
# Cneo AK release – Cryptococcus neoformans lysis via adenylate kinase release; C. neoformans lysis, adenylate kinase release luminescence, 4 h; normalised: neutral wells 0, clomiphene wells 100; AID 651654; 0.2% of 360,000 active; lysis activity, % at 15 µM;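 active = mean lysis activity across replicates of at least 80%, whatever share of replicates individually reach that level; inactive = mean lysis activity below 80%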
#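 Schedule: static 4 h at 37 °C with compound, 1 h detection; system: C. neoformans cells; benchmarks: Clomiphene as positive control; buffer or medium: fresh YPD medium; measure: luminescence rise reflecting yeast cell lysis; measured by: luminescent adenylate kinase detection reagent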
# PGC1a acetyl inh – modulators of PGC1a acetylation. U2OS PGC1a acetylation, AlphaScreen anti-acetyl-lysine; with virally co-expressed GCN5 acetyltransferase. inhibition, % at 15.6 µM. 0.17% of 350,000 active. AID 651687;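 active = every replicate shows inhibition of at least 40%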;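 also: 0% = neutral control wells and 100% = positive control wells; some results beyond the cut were filed as inactive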
# miR-122 sensor – miR-122 inhibition in Huh7 cells | Huh7 miR-122 Renilla luciferase sensor, 48 h; neutral wells = 0, positive control = 100 | activation (reporter increase), % at 12.5 µM | 0.3% of 340,000 active | AID 602342;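 active = mean replicate activation score at least 90 and every replicate individually at or above 90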;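 also: higher luciferase means less miR-122 activity so hits act as miR-122 inhibitors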
# LGR2 inh – inhibitors of bursicon-induced Drosophila LGR2 receptor cAMP signaling. HEK293 LGR2, CRE-luciferase, bursicon-stimulated, 4 h. inhibition, % at 9.99 µM. 0.35% of 380,000 active. AID 720647;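 active = drop in luminescence signal, shown as inhibition above about 50% in the replicate tests, limit read from the data, passing the limit was not always enough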;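 also: agonist challenge used bursicon conditioned medium at about half maximal strength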
# FN deposit inh – fibronectin deposition inhibition | AH1F fibroblasts, Alexa488-fibronectin deposition fluorescence, overnight | inhibition, % at 12.6 µM | 0.086% of 350,000 active;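 active = mean inhibition across replicates of 30% or more, regardless of how many single replicates reach that level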;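 also: positive control wells lacked labelled fibronectin entirely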
#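 Schedule: 1 h cell adhesion before compound, then overnight fibronectin incubation; test system: AH1F fibroblast monolayer depositing Alexa488-labelled fibronectin into matrix; quantity: 10000 AH1F cells per well; probe or stimulus: fluorescent fibronectin at 24 nM final; signal: fluorescence, ex 485 nm, em 525 nm; evaluation: percent inhibition as loss of matrix-bound fibronectin fluorescence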
# * hit, by the source's call; . = no result given; & = joins results of further samples; [ ] = another dose, or the depositor's remark.
# The opening 2 entries, to show the layout:
SMILES,PAX8 reporter,Casp6 inh,EWS-Fli inh,Cneo AK release,PGC1a acetyl inh,miR-122 sensor,LGR2 inh,FN deposit inh
O=C(c1ccccc1Br)N1CCn2c1nc1ccccc12,-20,-2,2,.,15,.,-4,1
CS(=O)(=O)N1CCCCN2[C@H](C1)[C@@H](c1ccc(Br)cc1)[C@@H]2CO,12,1,3,0,-15,14[16.7 µM],-4,.

# The list itself, from the start:
SMILES,PAX8 reporter,Casp6 inh,EWS-Fli inh,Cneo AK release,PGC1a acetyl inh,miR-122 sensor,LGR2 inh,FN deposit inh
O=C(c1ccccc1Br)N1CCn2c1nc1ccccc12,-20,-2,2,.,15,.,-4,1
CS(=O)(=O)N1CCCCN2[C@H](C1)[C@@H](c1ccc(Br)cc1)[C@@H]2CO,12,1,3,0,-15,14[16.7 µM],-4,.
COCCNc1ccc(N2C(=O)C3CCCCC3C2=O)cc1[N+](=O)[O-] (configuration not stated),1,-2,-11,.,6,.,-12,14
COC(=O)c1cc(OC(=O)c2ccc(=O)[nH]c2)cc(C(=O)OC)c1,-6,1,11,.,.,2,2,-9
C/C=C(\C)C(=O)N1CC2(CC(c3cccc(NC(=O)COc4ccc(Cl)cc4)c3)=NO2)C[C@@H]1C(N)=O (some centres not stated),6,1,-3,-3,-12,2,24,-8
Cc1ccc(C(=O)COC(=O)CCC(=O)NC2CCCCC2)cc1C,1,.,.,-2,-1,1,.,-10
COc1ccc(NC(=O)N2[C@@H]3CNC[C@H]2C3c2ccc(-c3ccc(OC)cc3)cc2)cc1 (some centres not stated),-47,-1&0,32,.,6,.,-3&-13,-7&2
C/C=C/c1cnc2c(c1)C(=O)N([C@@H](C)CO)C[C@H](C)[C@H](CN(C)Cc1cncnc1)O2,.,0,9,-1,-12,.,-13,3
Cc1cccc(NS(=O)(=O)c2ccc(C)c(NS(=O)(=O)c3cccs3)c2)c1,.,10,-7,.,.,.,5,3
COc1cccc(/C=C/C=O)c1,-1,2,6,-4,-12,.,.,.
O=[N+]([O-])c1ccc(S(=O)(=O)NCC(c2ccc3c(c2)OCO3)N2CCOCC2)cc1 (configuration not stated),7,1,1,-1,.,-8,5,3
Cc1noc(C)c1S(=O)(=O)Nc1cccc2c1O[C@@H](CN(C)C(=O)Nc1ccccc1)[C@@H](C)CN([C@@H](C)CO)C2=O,-14,1,-6,-63,1,7[16.7 µM],-23,.
COc1ccc(CNc2cc(C)nc3ncnn23)c(OC)c1,.,-3,-32,-2,7,-8,2,.
C[C@@H]1CN([C@H](C)CO)C(=O)CCCn2nncc2CO[C@H]1CN(C)Cc1ccc2c(c1)OCO2,1&-14,-2&-1&-2,0&-17&0,1&15,2&-5&-1,-1,-6&-13,-1&-3
COc1c(C)cc(C(=O)C2CCCN(C(=O)/C=C/c3ccccn3)C2)cc1C (configuration not stated),-17,-2,4,-1,-10,4,8,-33
COc1ccc(C)cc1NC(=O)C(Sc1nnc(-c2cccs2)o1)c1ccccc1 (configuration not stated),0,.,.,-1,.,1,24,-7
O=c1c2ccccc2ncn1Cc1ccc2c(c1)OCO2,-7,-2,-2,-1,-7,0,.,5
CO[C@H]1CC[C@H]2CCN(C)C(=O)[C@@H](C)N(C)C(=O)c3cccc(C#N)c3OC[C@H]1O2,11,-3,0,3,.,.,21,4
Clc1cccc(CN2CCN(Cc3ccco3)CC2)c1,2,-2,-6,-1,-7,-2,13,10
COc1ccc2c(c1)[nH]c1c(N3CCSCC3)ncnc12,20,0,-1,-1,-2,-2,.,5
C[C@@H]1CN([C@H](C)CO)C(=O)c2cc(NC(=O)c3ccncc3)ccc2O[C@@H]1CN(C)C(=O)Nc1cccc2ccccc12,10,0,4,65,2,3[16.7 µM],10,.
Cc1noc(C)c1NC(=O)Nc1ccc2c(c1)CC(=O)N([C@@H](C)CO)C[C@H](C)[C@@H](CN(C)Cc1ccc(-c3ccccc3)cc1)O2,.,0,-6,.,2,-9[16.7 µM],-1,.
O=C(NCC[C@@H]1CC[C@H](NS(=O)(=O)Cc2ccccc2)[C@H](CO)O1)C1CCOCC1,-8,-1,-2,-2,2,.,10,.
CC12CCC(C[N+](C)(C)C1)C2(C)C (configuration not stated),-13,-1,2,2,.,-2,17,.
COc1ccc(C(=O)N2CCCC(N3CCN(c4ccccc4OC)CC3)C2)c(OC)n1 (configuration not stated),37,-1,0,1,6,-2,8,8
CO[C@H]1CN(C)C(=O)c2cc(NC(=O)Nc3ccccc3)ccc2OC[C@H](C)N(C(=O)CC2CC2)C[C@@H]1C,5,.,6,-1,-1,.,-7,28
O=S(=O)(N[C@H]1CC[C@@H](CCn2cc(C3CC3)nn2)O[C@@H]1CO)c1ccc(F)cc1,12,0,-8,25,0,1[16.7 µM],-9,.
COc1cccc(-c2csc(NC(=O)C3CC3)n2)c1,-172,2,-104,-2,-2,-3,-93,-3
OCCNc1ncnc2c1ncn2[C@H]1CN(Cc2ccc3c(c2)OCO3)C[C@@H](CO)O1,-16,-6,-1,-1,9,-4,-26,-2
CC(=O)c1cccc(N(C(=O)Cn2nnc3ccccc32)C(C(=O)NCC2CCCO2)c2ccc(N3CCOCC3)cc2)c1 (configuration not stated),6,3,9,.,.,.,3,.
CC(=O)Nc1ccc(NC(=O)c2ccccc2S(=O)(=O)c2ccccc2[N+](=O)[O-])cc1,16,1,-9,.,.,.,.,4
O=C(Nc1nnc(SCc2ccccn2)s1)C1CC(=O)N(c2ccc(F)cc2)C1 (configuration not stated),2,9,0,3,-25,-3,5,-3
O=C(C[C@H]1CC[C@H]2[C@@H](COC[C@H](O)CN2C(=O)Nc2ccc(Cl)cc2)O1)NCC1CCCCC1,-22,-2,-36,-2,0,-10[16.7 µM],-18,-30
CN(C)S(=O)(=O)c1ccc(C(=O)Oc2coc(CSc3ncccn3)cc2=O)cc1,-27,8,10,.,.,.,5,-1
CCC(C)[C@H](NC(=O)NCC1CCCO1)C(=O)OC (some centres not stated),.,.,.,-2,-15,0,.,-10
CN(C(=O)CCn1c(=S)oc2ccccc21)C1CCCCC1,-1,1,-7,0,-10,-6,4,15

# Retrieved one by one from the entries so far (6):
SMILES,PAX8 reporter,Casp6 inh,EWS-Fli inh,Cneo AK release,PGC1a acetyl inh,miR-122 sensor,LGR2 inh,FN deposit inh
CC(=O)c1cccc(N(C(=O)Cn2nnc3ccccc32)C(C(=O)NCC2CCCO2)c2ccc(N3CCOCC3)cc2)c1 (configuration not stated),6,3,9,.,.,.,3,.
O=C(C[C@H]1CC[C@H]2[C@@H](COC[C@H](O)CN2C(=O)Nc2ccc(Cl)cc2)O1)NCC1CCCCC1,-22,-2,-36,-2,0,-10[16.7 µM],-18,-30
CN(C(=O)CCn1c(=S)oc2ccccc21)C1CCCCC1,-1,1,-7,0,-10,-6,4,15
COc1cccc(-c2csc(NC(=O)C3CC3)n2)c1,-172,2,-104,-2,-2,-3,-93,-3
OCCNc1ncnc2c1ncn2[C@H]1CN(Cc2ccc3c(c2)OCO3)C[C@@H](CO)O1,-16,-6,-1,-1,9,-4,-26,-2
CC(=O)Nc1ccc(NC(=O)c2ccccc2S(=O)(=O)c2ccccc2[N+](=O)[O-])cc1,16,1,-9,.,.,.,.,4

# Remaining list, next part:
SMILES,PAX8 reporter,Casp6 inh,EWS-Fli inh,Cneo AK release,PGC1a acetyl inh,miR-122 sensor,LGR2 inh,FN deposit inh
Cc1ccc(C)c(NS(=O)(=O)c2ccc(OCC(=O)NCc3ccccn3)cc2)c1,11,1,1,1,-3,-7,11,14
O=C(COC(=O)c1cccc(C(F)(F)F)c1)NCc1ccc(Cl)cc1,-2,0,5,7,-2,-2,10,1
CNC(=O)c1[nH]cnc1C(=O)N[C@@H](CC(C)C)C(=O)OC(C)(C)C,-28,-4,9,3,.,-10,-1,-7
CC1CCN(S(=O)(=O)c2ccc(Cl)cc2)CC1,.,-3,4,1,-23,14,12,.
CC1CCN(C(=O)CN2C(=O)C(C)(C)Oc3ccc(C(=O)NC4CCCC4)cc32)CC1,.,.,.,5,3,-6,.,-11
O=C(Cc1ccccc1)NCCCN1CCN(CCCNC(=O)Cc2ccccc2)CC1,8,.,.,-1,-5,-16,.,7
COc1ccc(Br)cc1CNC(=O)C1CCN(S(=O)(=O)N2CCC(C)CC2)CC1,45,1,1,-1,4,-7,2,0
CCOC(=O)Cn1c(C)c(C#N)c2ccccc21,6,.,.,1,3,-5,.,-2
O=C1CNC[C@@H]2[C@H](c3ccc(C#CC4CCCC4)cc3)[C@@H](CO)N12,-18,2,-3,.,-3,.,-17,4
O=S(=O)(c1ccccc1)N1CCN(c2nc3ccccc3s2)CC1,.,.,.,0,-14,-1,.,-3
Cc1nn(C(C)C(=O)NC2CCC(C)CC2)c(=O)c2nn(-c3ccccc3)c(C)c12 (configuration not stated),-84,3,-64,4,30,-5,-12,0
CCCC#Cc1cnc2c(c1)C(=O)N([C@H](C)CO)C[C@@H](C)[C@@H](CN(C)Cc1cccnc1)O2,.,4,5,-4,4,-4[16.7 µM],1,-10
COCC(=O)N1CC2(C1)[C@@H](c1ccc(-c3ccc(F)cc3)cc1)[C@@H](CO)N2C(C)=O,.,3,-3,.,3,.,-2,.
Cc1ccc(-c2ccc3c(c2)O[C@H](CN(C)C(=O)Nc2ccccc2)[C@@H](C)CN([C@H](C)CO)S3(=O)=O)cc1,56,0,13,-5,4,.,11,17
O=C(C[C@@H]1C[C@@H]2c3cc(NS(=O)(=O)c4ccc(F)cc4)ccc3O[C@@H]2[C@H](CO)O1)N1CCCCC1,9,-1,3,-1,6,6[16.7 µM],4,.
COCCNC(=O)C[C@H]1CC[C@@H]2[C@@H](COc3ccc(NC(=O)c4cc(C)on4)cc3C(=O)N2C)O1,-2,-4,-1,-2,5,-4[16.7 µM],-9,1
COc1cccc(/C=N/NC(=O)CCC(=O)Nc2ccc(Br)cc2)c1,30,-2,-1,1,-3,4,2,8
COc1ccc(CCNC(=O)CN(c2cccc([N+](=O)[O-])c2)S(C)(=O)=O)cc1,-3,1,9,1,10,2,5,-5
CCc1ccc2oc(=O)cc(CN3CCN(c4ccc(F)cc4)CC3)c2c1,.,.,.,-2,-11,2,7,.
C[C@@H]1CN([C@H](C)CO)C(=O)c2cc(NC(=O)Nc3ccc(F)cc3)ccc2O[C@@H](C)CCCCO[C@H]1CN(C)C(=O)Nc1ccccc1,40,2,1,3,-12,-9[16.7 µM],5,.
O=[N+]([O-])c1ccc(S(=O)(=O)Nc2cccc(-c3ccc(N4CCCC4)nn3)c2)cc1,-10,9,-6,2,.,.,-10,6
CC(Oc1ccccc1)C(=O)OCC(=O)N1CC(=O)Nc2ccccc21 (configuration not stated),5,7,-3,.,19,-1,10,-2
O=C(CSc1nnc(SCc2ccc(Cl)cc2)s1)N/N=C/c1ccc(C(=O)O)cc1,0,0,2,-2,0,4,1,0
O=C(NCc1ccccn1)C12CC3CC(CC(C3)C1)C2,3,-1,0,.,.,.,3,-15
CN(Cc1ccccc1)C(=O)COC(=O)C1=NNC(=O)CC1,11,0,4,.,.,-2,6,5
CCC(=O)Nc1ccc2c(c1)C(=O)N(C)[C@H]1CC[C@@H](CC(=O)NCCc3ccccc3)O[C@H]1CO2,8,1,9,0,1,32[16.7 µM],15,-15
O=C(CNc1cc(S(=O)(=O)N2CCOCC2)ccc1N1CCCC1)Nc1ccc(Cl)cc1,-96,-7,-7,0,10,22,0,-9
Cn1c(=O)[nH]c(=O)c2c1nc(CN1CCN(c3cccc(Cl)c3)CC1)n2Cc1ccccc1Cl,-10,3,-4,1,-7,-1,2,3
NCCCCNCCCN,-1,.,-8,0,-23,2,-5,5
N/C(=N\OC(=O)CCC(=O)O)c1ncc(C(F)(F)F)cc1Cl,11,-1,-1,.,11,8,-17,-2
O=C(OC1CCCCC1=O)c1cc(=O)c2ccccc2o1 (configuration not stated),14,.,.,-4,5,-6,.,-3

# From PubChem BioAssay
